Assay outcomes as filed in PubChem.
E-sel inducer: induces E-selectin expression in human endothelial cells | P16581 | HUVEC E-selectin immunofluorescence imaging; normalized: neutral wells 0, TNF-alpha wells 100 | activation, % at 7.58 µM | 0.37% of 260,000 active | AID 686992;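 active means mean E-selectin-positive cell signal at least 10% of the positive control, reached in at least 60% of replicates, without over 20% cell loss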;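 further: in these data hits start at about 27%; measured in HUVEC primary endothelial cells; signal is the percent of cells scored E-selectin positive by PE staining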
Target sequence (P16581 whole entry, looked up): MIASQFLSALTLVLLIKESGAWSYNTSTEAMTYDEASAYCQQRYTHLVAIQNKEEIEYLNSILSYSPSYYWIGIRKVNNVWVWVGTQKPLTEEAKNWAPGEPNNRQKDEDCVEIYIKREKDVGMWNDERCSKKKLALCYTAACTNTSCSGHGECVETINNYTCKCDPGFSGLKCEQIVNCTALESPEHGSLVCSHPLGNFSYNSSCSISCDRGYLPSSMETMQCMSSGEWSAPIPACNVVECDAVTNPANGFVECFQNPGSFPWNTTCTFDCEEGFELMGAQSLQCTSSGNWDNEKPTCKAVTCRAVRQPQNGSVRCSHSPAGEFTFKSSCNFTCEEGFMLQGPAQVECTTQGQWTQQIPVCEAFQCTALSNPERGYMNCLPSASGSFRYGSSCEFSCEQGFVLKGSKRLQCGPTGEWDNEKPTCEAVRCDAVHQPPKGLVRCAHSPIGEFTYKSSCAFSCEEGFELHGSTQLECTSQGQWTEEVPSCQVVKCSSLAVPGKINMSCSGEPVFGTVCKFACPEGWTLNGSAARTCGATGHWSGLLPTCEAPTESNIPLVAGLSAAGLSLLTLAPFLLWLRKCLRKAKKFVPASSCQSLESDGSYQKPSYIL
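Material: HUVEC primary endothelial cells; Amount: 3,000 cells per well; Dosing: single concentration; Medium: EGM-2 growth medium on 0.1% gelatin-coated wells; Read-out basis: percent E-selectin-positive cells; Signal: immunofluorescence imaging; Control set: TNF-alpha, DMSO.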
S100A4 MyoIIA: inhibitors of human S100A4 binding to myosin IIA peptide. P26447. S100A4/TAMRA-MyoIIA peptide fluorescence polarization. inhibition, % at 10.7 µM. 0.14% of 360,000 active;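 active means mean inhibition of at least 70% across replicates, with every replicate also reaching that level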
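Material: S100A4 monomer protein | Medium: HEPES pH 7.2 with CaCl2, KCl, NaCl, DTT, Triton | Reagent: Labelled myosin peptide probe, 5 nM | Doses: One dose per compound | Times: 5 min incubation before reading | Benchmarks: Neutral control DMSO, positive control TFP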
Xi reactivation: X-chromosome reactivation activator; XiGFP mouse fibroblasts, % GFP-positive cells imaging, 3 d; cells co-treated with 5-aza-dC sensitizer; scaled so ellipticine positive control = 100%; activation, % at 7.58 µM; 0.055% of 360,000 active; AID 743238;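 active means mean normalized replicate activation at least 10% and every replicate at or above 10%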;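 further: 0% = median of on-plate neutral control wells and 100% = ellipticine 6 µM median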
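Assay system – SV40-immortalized XiGFP fibroblast cells, line 68-5-11 · Buffer or medium – DMEM supplemented with 5-aza-dC as sensitizing agent · Dosing – one concentration, pinned · Benchmarks – positive control ellipticine, 6 µM final · Times – 3 days compound exposure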
EWS-Fli inh: blocks EWS/Fli oncoprotein-driven transcription; A673 NR0B1-luciferase reporter, viability-normalised; inhibition, % at 12.6 µM; 0.67% of 350,000 active;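 active means mean inhibition of at least 50% after viability correction, with every replicate also passing that limit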;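 further: firefly luciferase signal divided by Alamar Blue viability fluorescence both relative to DMSO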
RAD52 inh: inhibitors of human RAD52 DNA annealing. P43351. recombinant RAD52 DNA annealing, FRET fluorescence. inhibition, % at 18.7 µM. 0.46% of 360,000 active. AID 651710;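 active means every replicate showing at least 50% inhibition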
Target sequence (P43351 whole entry, looked up): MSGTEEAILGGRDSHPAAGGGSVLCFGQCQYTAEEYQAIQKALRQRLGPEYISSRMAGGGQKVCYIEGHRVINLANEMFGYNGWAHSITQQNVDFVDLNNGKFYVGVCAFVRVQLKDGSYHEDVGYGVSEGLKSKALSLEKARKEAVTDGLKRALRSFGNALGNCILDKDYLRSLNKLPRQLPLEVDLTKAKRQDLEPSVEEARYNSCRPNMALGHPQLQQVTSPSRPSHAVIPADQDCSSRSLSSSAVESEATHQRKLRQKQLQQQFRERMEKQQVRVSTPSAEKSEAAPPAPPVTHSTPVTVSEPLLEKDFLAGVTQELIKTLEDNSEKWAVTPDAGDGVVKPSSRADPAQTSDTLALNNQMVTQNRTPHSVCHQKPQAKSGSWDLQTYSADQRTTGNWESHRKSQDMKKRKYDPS
esBAF inh: blocks esBAF chromatin remodeling in mouse ES cells; Bmi1-luciferase knock-in reporter, 24 h; 100% = twice the neutral-well signal; reporter increase, % at 12.5 µM; 2% of 350,000 active; in the data active means activation above about 40%;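 further: 0% = median of the plate's neutral control wells and 100% = double that signal; a rise in the Bmi1 reporter signal indicates esBAF inhibition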
FN deposition inh: fibronectin deposition inhibition; 0.086% of 350,000 active; AID 743247; AH1F fibroblasts, Alexa488-fibronectin deposition fluorescence, overnight; inhibition, % at 12.6 µM;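 active means mean inhibition across replicates of 30% or more, regardless of how many single replicates reach that level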;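 further: positive control wells lacked labelled fibronectin entirely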
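Assay system: AH1F fibroblast monolayer, labelled fibronectin deposition. Amount: 10000 cells per well. Also added: labelled fibronectin 24 nM. Compound: single-point pinned compound. Incubation: cell attachment 1 h, compound and FN exposure overnight. Detection: fluorescence after three HBSS washes, excitation 485 nm, emission 525 nm. Read-out: inhibition of fibronectin deposition signal.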
RAD54 inh: RAD54 (human) branch migration inhibition | 0.14% of 360,000 active | inhibition, % at 10.4 µM | RAD54 Holliday junction branch migration, FAM/BHQ fluorescence | Q92698;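 active means mean normalized replicate activity at least 40 and at least half of replicates scoring 40 or more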;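 further: 0% = median of neutral control wells and 100% = median of positive control wells; inhibitors cause a drop in the FAM fluorescence signal; in these data hits start at about 50%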
Active calls of the source: *; . = no result given. This is a random part of the collection. Share with any hit: about 3%.

SMILES | E-sel inducer | S100A4 MyoIIA | Xi reactivation | EWS-Fli inh | RAD52 inh | esBAF inh | FN deposition inh | RAD54 inh
c1cncc(-c2nc3cc4ccccc4cc3[nH]2)c1 | . | -1 | . | -100 | -4 | 14 | . | 6
C[C@@H]1CCCCO[C@@H](CN(C)C(=O)Nc2ccc3c(c2)OCO3)[C@@H](C)CN([C@H](C)CO)C(=O)c2cc(NC(=O)c3ccccc3)ccc2O1 | -0.1 | 3 | 0.1 | -1 | 5 | 2 | . | 7
Cc1nn(C(C)CC(=O)O)c(C)c1Br (stereo not given) | . | -2 | . | 4 | 0 | 4 | . | -6
CCCC(O)C#Cc1cnc2c(c1)C(=O)N([C@H](C)CO)C[C@H](C)[C@H](CN(C)C(=O)Nc1cccc3ccccc13)O2 (stereo not given in full) | . | -4 | . | 5 | 7 | 4 | . | 2
CCn1c(-c2cc(-c3cccc(OC)c3)nc3ccccc23)n[nH]c1=S | . | -5 | . | -2 | -24 | -3 | . | 4
O=C(COc1ccc([N+](=O)[O-])cc1)Nc1ccc(N2CCN(C(=O)c3ccco3)CC2)cc1 | -1.0 | 15 | 0.1 | 14 | -18 | 4 | 0 | -5
Cc1ccc2cc(NC(=O)C3(C)CCN3C(C)C)ccc2n1 (stereo not given) | 0.3 | 6 | 0.1 | -11 | 0 | 3 | -1 | -1
O=c1cc(CO)[nH]nc1CO | 0.0 | 4 | 0.2 | -6 | -3 | . | 1 | .
Cc1cc(N/N=C/c2c(O)ccc3ccccc23)nc(-c2ccccc2O)n1 | . | 3 | -0.1 | 10 | -29 | . | -8 | 2
Cc1noc(C)c1NC(=O)Nc1ccc2c(c1)C(=O)N([C@@H](C)CO)C[C@@H](C)[C@H](CN(C)S(=O)(=O)c1cn(C)cn1)O2 | -4.3 | 0 | 0.1 | -2 | -13 | -3 | . | 3
Cc1ccc(C=NNc2nc3c([nH]2)c(=O)n(C)c(=O)n3C)cc1 | 1.0 | -1 | 0.2 | -6 | 0 | 19 | -7 | -9
Cc1n[nH]c(C)c1CCN(C)Cc1cn(C)nc1-c1ccccc1F | -0.1 | -4 | 0.0 | 8 | -11 | . | 1 | .
C[C@H](CO)N1C[C@H](C)[C@H](CN(C)Cc2ccccc2)Oc2ccc(NC(=O)C3CCCCC3)cc2C1=O | -0.2 | -9 | 0.5 | 7 | 2 | -1 | . | 0
C=CCn1c(SCC(=O)c2c(N)n(C)c(=O)n(C)c2=O)nnc1-c1ccoc1C | -0.1 | 1 | 0.3 | -1 | -8 | 4 | 5 | 2
C[C@@H]1CN([C@@H](C)CO)S(=O)(=O)c2ccc(C#CC3CC3)cc2O[C@@H]1CN(C)C(=O)C1CCC1 | 0.3 | -2 | -1.0 | 9 | 4 | -7 | . | -2
Cc1sc2nc(-c3ccccc3)oc(=O)c2c1C | . | 0 | 0.1 | -12 | -7 | 36 | 7 | 1
CCCCc1c(O)nc(SCC(=O)N2CCOCC2)n(-c2ccccc2OC)c1=O | . | 3 | -0.1 | 13 | -3 | -6 | -5 | 14
COc1cccc(C(C)(O)c2nc(-c3cccc(NC(C)=O)c3)cs2)c1 (stereo not given) | 0.8 | -17 | 0.0 | 12 | -17 | -10 | 12 | 3
CCCNC(=O)CN1C(=O)NC(Cc2c[nH]c3ccccc23)C1=O (stereo not given) | . | -9 | 0.0 | 3 | -7 | . | . | .
Cc1ccc(-n2nc3c(=O)n(CCCC(=O)NCc4ccc(F)cc4)nc(C)c3c2C)cc1 | 0.5 | 1 | -0.1 | . | -4 | 7 | -2 | 4
CCOC(=O)[C@]12CCCC=C1N(Cc1ccc(Cl)cc1Cl)C(=O)[C@H](CC(=O)NCCCCc1ccccc1)C2 | . | 3 | -0.1 | 12 | -21 | . | -5 | .
Cc1coc2cc3oc(=O)c(CCC(=O)NC4CC4)c(C)c3cc12 | . | -3 | . | -46 | -12 | 9 | . | -5
O=S(=O)(Nc1cccc(-c2ccc(N3CCOCC3)nn2)c1)c1cc(Cl)ccc1Cl | -0.6 | 10 | 0.2 | -26 | 4 | 34 | 8 | -15
O=C(CC1CC1)Nc1ccc2c(c1)[C@H]1C[C@@H](CC(=O)NC3CCCC3)O[C@@H](CO)[C@H]1O2 | -0.5 | -16 | 0.0 | 3 | -1 | 2 | -23 | 2
CC(C)c1ccc(C(CC(=O)O)N2Cc3ccccc3C2=O)cc1 (stereo not given) | 0.3 | 2 | 0.0 | 5 | 7 | -7 | 2 | 4
CN(CCOc1ccccc1)C(=O)CNC(=O)c1ccc(C(C)(C)C)cc1 | . | -2 | -0.1 | -13 | -8 | 19 | -7 | 7
COc1cc(NC(=O)c2ccc(NC3=NC4CS(=O)(=O)CC4S3)cc2)cc(OC)c1OC (stereo not given) | . | 2 | -0.1 | 6 | -8 | -6 | 7 | -3
COc1ccc(Cl)cc1S(=O)(=O)Nc1ncn[nH]1 | 1.0 | 0 | 0.3 | 1 | -7 | 3 | 3 | 1
C[C@@H]1CN([C@H](C)CO)C(=O)Cc2cc(NC(=O)Nc3ccc(C(F)(F)F)cc3)ccc2O[C@H]1CN(C)C(=O)Nc1ccc(C(F)(F)F)cc1 | 1.0 | -1 | 0.1 | -4 | 18 | -4 | . | 4
COc1ccc2c(c1)CCC/C2=N\OC(=O)c1ccccc1F | . | 2 | 0.0 | -2 | -16 | 3 | 0 | 1

Reformatted with values under each structure: entries from further up.
Order of values – E-sel inducer	S100A4 MyoIIA	Xi reactivation	EWS-Fli inh	RAD52 inh	esBAF inh	FN deposition inh	RAD54 inh
COc1cccc(C(C)(O)c2nc(-c3cccc(NC(C)=O)c3)cs2)c1 (stereo not given)
  0.8	-17	0.0	12	-17	-10	12	3
CCCNC(=O)CN1C(=O)NC(Cc2c[nH]c3ccccc23)C1=O (stereo not given)
  .	-9	0.0	3	-7	.	.	.
Cc1ccc(-n2nc3c(=O)n(CCCC(=O)NCc4ccc(F)cc4)nc(C)c3c2C)cc1
  0.5	1	-0.1	.	-4	7	-2	4
CCOC(=O)[C@]12CCCC=C1N(Cc1ccc(Cl)cc1Cl)C(=O)[C@H](CC(=O)NCCCCc1ccccc1)C2
  .	3	-0.1	12	-21	.	-5	.
Cc1coc2cc3oc(=O)c(CCC(=O)NC4CC4)c(C)c3cc12
  .	-3	.	-46	-12	9	.	-5
O=S(=O)(Nc1cccc(-c2ccc(N3CCOCC3)nn2)c1)c1cc(Cl)ccc1Cl
  -0.6	10	0.2	-26	4	34	8	-15
O=C(CC1CC1)Nc1ccc2c(c1)[C@H]1C[C@@H](CC(=O)NC3CCCC3)O[C@@H](CO)[C@H]1O2
  -0.5	-16	0.0	3	-1	2	-23	2
CC(C)c1ccc(C(CC(=O)O)N2Cc3ccccc3C2=O)cc1 (stereo not given)
  0.3	2	0.0	5	7	-7	2	4
CN(CCOc1ccccc1)C(=O)CNC(=O)c1ccc(C(C)(C)C)cc1
  .	-2	-0.1	-13	-8	19	-7	7
COc1cc(NC(=O)c2ccc(NC3=NC4CS(=O)(=O)CC4S3)cc2)cc(OC)c1OC (stereo not given)
  .	2	-0.1	6	-8	-6	7	-3

Continued:
SMILES | E-sel inducer | S100A4 MyoIIA | Xi reactivation | EWS-Fli inh | RAD52 inh | esBAF inh | FN deposition inh | RAD54 inh
Cc1sc2ncnc(N3CCC(C(=O)NNC(=O)COc4ccc(Br)cc4)CC3)c2c1C | -0.2 | 0 | 0.3 | 20 | -21 | -2 | -7 | 9
C[C@@H]1CCCCO[C@H](CN(C)C)[C@H](C)CN([C@@H](C)CO)C(=O)c2cc(NS(=O)(=O)c3ccc(F)cc3)ccc2O1 | -0.1 | -5 | 0.0 | -3 | -1 | -1 | 2 | -2
COc1ccc(-c2cc(-c3ccccc3)c(C#N)c(SCC(=O)O)n2)cc1 | -1.5 | 0 | 0.1 | 13 | -22 | -10 | -16 | -9
CCOc1ccc(CCN2CN(CC)CNC2=S)cc1OCC | . | 7 | 0.0 | -7 | -14 | . | 0 | .
Fc1ccccc1COc1ccc(Br)cc1CNCc1cccnc1 | . | 1 | 0.3 | -2 | 10 | -3 | -7 | -6
CC(C)Cn1c([N+](=O)[O-])nc2c1c(=O)[nH]c(=O)n2C | . | -3 | 0.1 | 20 | -4 | . | 0 | -16
CC(Oc1ccc(Cl)cc1Cl)C(=O)OCC(=O)c1c(N)n(C)c(=O)n(C)c1=O (stereo not given) | 0.1 | 2 | 0.0 | 6 | -8 | -3 | 9 | -4
Nc1ccc2cn[nH]c2c1 | 0.0 | -8 | 0.3 | 1 | -8 | -3 | -6 | 7
CCOC(=O)Cn1c(=O)c(-c2ccccc2N)nc2ccccc21 | . | 1 | 0.1 | 3 | -16 | 12 | -10 | -4
CC(=O)N1CCN(CCS(=O)(=O)c2cc(Cl)ccc2Cl)CC1 | 1.3 | -1 | 0.4 | 8 | -10 | -3 | 4 | .
O=C(COC(=O)c1ccc(Br)o1)NCc1ccc(Cl)cc1 | -0.1 | 12 | 0.1 | -5 | -6 | -10 | -4 | -2
N#Cc1cnn(-c2nc(SCc3ccccc3)nc3sc4c(c23)CCCC4)c1N | -0.8 | . | . | . | . | -10 | 0 | 10
Cc1cc(=O)[nH]c(NN=C2CCCCC2C)n1 (stereo not given) | -0.1 | -3 | 0.0 | 3 | -2 | -3 | 11 | -5
COc1ccc(C(O)c2nc(-c3ccccc3C)cs2)cc1 (stereo not given) | 0.4 | 0 | -0.1 | -9 | 1 | -4 | 6 | 1
COc1ccc(C=O)c(-c2c(-c3ccccc3OC)sc3ccccc23)c1 | 0.0 | 3 | -0.1 | -10 | -1 | . | -1 | .
Cc1ccc2nc(Cl)c(CNCc3ccccc3)cc2c1 | . | -5 | 0.4 | -5 | -16 | . | -10 | .
C[C@H](NC(=O)C[C@@H]1CC[C@@H]2[C@H](COC[C@@H](O)CN2C(=O)Nc2ccccc2)O1)c1ccccc1 | 0.2 | -3 | 0.0 | -10 | 12 | 5 | -29 | -6
O=c1c2ccccc2nnn1-c1ccc(Br)cc1 | . | 0 | 0.0 | -91 | -11 | . | -4 | -2
CC(C)(C)c1ccc(OCCC(=O)OCC(=O)Nc2cccnc2Cl)cc1 | 0.0 | 1 | 0.2 | 0 | -4 | -4 | . | -6
CCOc1ccc(S(=O)(=O)N2CCN(C(=O)CN3C(=O)NC4(CCCC4)C3=O)CC2)cc1 | . | 0 | 0.0 | 1 | 1 | . | -12 | .
C=CCNC(=O)C1CC2Cn3c(nc4ccccc43)C2N1C (stereo not given) | -0.2 | 0 | 0.0 | -9 | -22 | -6 | 4 | -7
C[C@H](CO)N1C[C@H](C)[C@@H](CN(C)Cc2ccc(C(F)(F)F)cc2)Oc2c(NS(=O)(=O)c3ccc(F)cc3)cccc2C1=O | -0.2 | -5 | -0.3 | 5 | -13 | -9 | . | -12
Cc1cc(=O)[nH]c(SCC(=O)N2CCc3ccccc3C2)n1 | . | -1 | . | -10 | -14 | -5 | . | -1
Cc1cc(C(=O)OCC(=O)Nc2ccccc2C#N)c(C)o1 | -0.3 | -5 | 0.1 | -10 | -9 | 11 | 5 | 1
